Screens deposited in PubChem by National Center for Advancing Translational Sciences (NCATS).
RXFP1 ag = activates the human relaxin receptor RXFP1 | Q9HBX9 | HEK293T-RXFP1 cAMP TR-FRET, 30 min; response scale: percent of porcine relaxin response, buffer zero | Potency, µM (titrated, usually from 57.5 µM), for inactives: at the highest dose activation, hits mostly activators | 370,000 compounds, 0.3% hits; also: potency is read from the fitted curve at half-maximal effect; % is scaled to controls: 0 for no effect and ±100 for the full control effect; nearly all actives have a fitted effect of over 60% in size; many of its hits are not listed in these tables
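Agonist response is measured as cAMP accumulation in an RXFP1-transfected HEK293T line under PDE4 inhibition. Values are scaled between buffer-only and 29 nM porcine relaxin, and EC50s come from standard Hill equation fits.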
mIDH1 inhibitor = inhibitors of human mutant IDH1 R132H; IDH1-R132H enzyme, NADPH consumption, diaphorase/resazurin fluorescence; Potency, µM (highest dose often 76.6 µM), inactives show at the highest dose activity change, negative = inhibition, usual class: inhibitors; 390,000 compounds, 0.093% hits; AID 602179; also: potency is read from the fitted curve at half-maximal effect; % is scaled to controls: 0 for no effect and ±100 for the full control effect; nearly all actives have a fitted effect of over 65% in size
Target sequence (O75874 whole entry R132H, stated change not applied): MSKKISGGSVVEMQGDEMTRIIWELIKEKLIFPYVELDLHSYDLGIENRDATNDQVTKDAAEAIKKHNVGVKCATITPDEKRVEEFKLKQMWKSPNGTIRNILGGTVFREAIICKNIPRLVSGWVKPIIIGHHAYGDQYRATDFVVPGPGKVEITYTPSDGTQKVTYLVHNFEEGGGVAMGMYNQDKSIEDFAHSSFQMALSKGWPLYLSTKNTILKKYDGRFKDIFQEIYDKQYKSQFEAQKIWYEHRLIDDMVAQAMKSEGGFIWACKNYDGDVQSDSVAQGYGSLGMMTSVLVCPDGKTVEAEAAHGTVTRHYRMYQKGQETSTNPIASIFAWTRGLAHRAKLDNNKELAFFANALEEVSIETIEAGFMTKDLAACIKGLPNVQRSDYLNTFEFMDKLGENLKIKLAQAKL
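IDH1-R132H (0.5 ug/mL) preincubated 30 min with compound, then NADPH (0.016 mM) and alpha-KG (2 mM) added; 80 min at RT, pH 7.5. Remaining NADPH coupled via diaphorase/resazurin to fluorescence (540/590 nm); concentration-response curves normalized to no-enzyme control.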
PI4K2A block = PI4K2A (human) kinase inhibition. activity change, negative = inhibition, % at 76.9 µM. 420,000 compounds, 0.13% hits. Q9BTU6. purified PI4K2A, ADP-Glo luminescence, 1 h; stronger effect = lower value; in the data active = activity change below about -50%; inconclusive = mostly about -30% to -49%;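 also: -100% = wells without enzyme as full effect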
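ADP-Glo luminescence measured ADP generated by PI4K2A enzyme (4 ug/mL before mixing) with 1.2 mM PI substrate (pre-mix) and 300 microM ATP (pre-mix). Tris pH7.5 buffer with MgCl2, Triton X-100; 1 h reaction at ambient temperature.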
Vif-A3G inh = Vif-A3G binding inhibition; AID 602310; HeLa A3G-eYFP + Vif (tagged APOBEC3G with the HIV-1 protein that degrades it), YFP fluorescence, overnight; Potency, µM (series often up to 46.1 µM), for inactives: at the top dose activity, negative = active, usual class: inhibitors; 410,000 compounds, 0.076% hits; Q9HC16;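 also: potency is read from the fitted curve at half-maximal effect; % is scaled to controls: 0 for no effect and ±100 for the full control effect; nearly all actives have a fitted effect of over 60% in size; hits raise eYFP signal because A3G escapes Vif-driven loss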
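HeLa cells stably expressing Vif and C-terminally eYFP-tagged A3G, seeded overnight at 37 deg C, then exposed to compound by pintool overnight at 37 deg C. Rise in yellow fluorescence (Ex 488/Em 500-530, Acumen) marks blocked Vif-driven A3G degradation.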
TrxR1 substrate = rat thioredoxin reductase 1 substrate activity. O89049. purified TrxR1 substrate turnover, NADPH consumption readout. Potency, µM (series often up to 114 µM), without a hit: at the top dose activity change, negative = substrate turnover. 390,000 compounds, 0.01% hits. AID 588456; also: potency is read from the fitted curve at half-maximal effect; % is scaled to controls: 0 for no effect and ±100 for the full control effect; nearly all actives have a fitted effect of over 50% in size
Target sequence (O89049 whole entry, looked up): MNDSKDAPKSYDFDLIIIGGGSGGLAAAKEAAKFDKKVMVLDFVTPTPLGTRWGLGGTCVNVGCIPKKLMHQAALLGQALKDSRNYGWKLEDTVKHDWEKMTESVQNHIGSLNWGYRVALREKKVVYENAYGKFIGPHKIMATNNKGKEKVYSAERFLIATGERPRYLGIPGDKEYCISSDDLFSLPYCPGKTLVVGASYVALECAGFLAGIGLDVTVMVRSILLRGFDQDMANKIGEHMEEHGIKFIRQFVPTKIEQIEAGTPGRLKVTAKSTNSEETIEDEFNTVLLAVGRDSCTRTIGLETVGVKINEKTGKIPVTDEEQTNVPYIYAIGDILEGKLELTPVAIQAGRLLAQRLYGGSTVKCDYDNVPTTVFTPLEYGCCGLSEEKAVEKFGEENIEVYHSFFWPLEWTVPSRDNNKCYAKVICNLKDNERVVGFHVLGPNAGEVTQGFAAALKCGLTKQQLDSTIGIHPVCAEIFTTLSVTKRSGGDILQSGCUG
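Rat TrxR1, dispensed at 90 nM, was prereduced with 400 uM NADPH (final) for 5 min at ~22 deg C, then incubated with compound 15 min before 400 uM selenite. A first-read NADPH fluorescence drop versus no-compound background flagged substrates.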
Glioma ERSR ind = inducers of ER stress response in human glioma cells. AID 602332. U87-MG GRP78 promoter luciferase reporter, 16 h. 420,000 compounds, 0.02% hits. Potency, µM, without a hit: at the top dose activation, actives largely listed as activators; also: potency is read from the fitted curve at half-maximal effect; series mostly up to about 76 µM; % of control where 0% means no effect; nearly all actives have a fitted effect of over 35% in size
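ERSR induction read as luciferase luminescence (Bright-Glo, 10 min at room temperature) in stably transfected human U87-MG glioma cells exposed to compounds for 16 h, using GRP78 as sensor.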
Vif-APOBEC3F blk = blocks the Vif interaction with APOBEC3F. HeLa A3F-eYFP + Vif (tagged APOBEC3F with the HIV-1 protein that degrades it), YFP fluorescence increase. Potency, µM (top dose mostly 46.1 µM), for the others: at the top dose activity, negative = active. 390,000 compounds, 0.2% hits. AID 602313; also: potency is read from the fitted curve at half-maximal effect; % of control where 0% means no effect; nearly all actives have a fitted effect of over 65% in size
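HeLa cells stably expressing Vif plus C-terminally eYFP-tagged A3F were seeded, incubated overnight at 37 deg C, dosed with compound, incubated overnight again at 37 deg C. Yellow fluorescence (Ex 488/Em 500-530) reported blocked Vif-mediated A3F-eYFP degradation.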
USP1 inh = inhibitors of human USP1/UAF1 deubiquitinase; 390,000 compounds, 0.23% hits; recombinant USP1/UAF1, Ub-Rhodamine cleavage fluorescence; Potency, µM (doses to about 57.1 µM), for inactives: at the highest dose activity change, negative = inhibition, usual class: inhibitors; AID 743255; also: potency is read from the fitted curve at half-maximal effect; % is scaled to controls: 0 for no effect and ±100 for the full control effect; nearly all actives have a fitted effect of over 60% in size; inactives centre near -12
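1 nM enzyme complex + cpd, 15 min RT; start with Ub-Rho 150nM final; kinetic fluorescence ex 480/em 540, 6 reads q60 s. Buffer 50mM HEPES pH 7.8, 0.5mM EDTA, 0.1 mg/ml BSA, 1mM TCEP, 0.01% Tween-20.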
LDHA block = blocks human lactate dehydrogenase A; P00338; purified LDHA, NADH/diaphorase-resazurin fluorescence; stronger effect = lower value; activity change, % (values are at about 110 or 230 µM); 480,000 compounds, 0.15% hits; AID 1347041; in the data active = activity change below about -30%; inconclusive = mostly about -25% to -30%;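 also: plate controls were DMSO wells for no effect and wells without enzyme for full effect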
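Enzyme activity of human lactate dehydrogenase 5 (2 nM; 0.06 mM NADH, 0.2 mM pyruvate, 5 min, RT) is measured via a resazurin/diaphorase fluorescence readout of residual NADH.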
An asterisk follows results filed as active; ? = inconclusive; · = not tested or not shown; [ ] = another dose, or the depositor's remark. Unless noted, calls follow the shape of the dose curve; as a rule, active = well fitted curve in the direction sought with a large enough effect; inconclusive = small, poorly fitted or top-dose-only effect, or another doubt; inactive = no such curve, though single readings can be large; an effect the other way counts as inactive or inconclusive. Only part of the results is shown. The share of hits here may be higher or lower than overall.

Value order – LDHA block	Vif-A3G inh	PI4K2A block	RXFP1 ag	Glioma ERSR ind	USP1 inh	TrxR1 substrate	mIDH1 inhibitor	Vif-APOBEC3F blk
#1 COc1cccc(CN(C)C(=O)c2ccc(OCC(=O)Nc3cccc(C(F)(F)F)c3)c(OC)c2)c1
  1	1%	-1	2.3%	-4%	?	-7%	4%	-3%
#2 CCOc1ccc2[nH]c(C(=O)N/N=C/c3ccccc3OC)cc2c1
  -3	?	-2	3.7%	-4%	4%	-11%	1%	-25%
#3 Oc1ccc(C2=CSC3=NCCN23)cc1O
  10	2%	-2	0.0%	-3%	-19%	-4%	-8%	4%
#4 CC(=O)c1cccc(NC(=O)NCCc2ccc(Cl)cc2)c1
  -5	5%	-1	0.9%	2%	-14%	-3%	0%	1%
#5 CCN(CC(=O)NC1CCS(=O)(=O)C1)S(=O)(=O)c1ccc(Cl)cc1C(F)(F)F (stereo not drawn)
  -6	1%	3	-0.2%	-4%	-2%	0%	-2%	-3%
#6 O=C(c1ccc(S(=O)(=O)N2CCCCCC2)cc1)N1CCCC(C(F)(F)F)C1 (stereo not drawn)
  -5	2%	2	0.3%	-1%	-22%	-4%	6%	7%
#7 c1ccc(COC2CCCN(Cc3nc(-c4cnccn4)no3)C2)nc1 (stereo not drawn)
  0	3%	-1	-3.1%	-2%	-11%	1%	5%	5%
#8 Cc1cc(=O)oc2cc(OCC(=O)N3CCN(C(=O)C4COc5ccccc5O4)CC3)ccc12 (stereo not drawn)
  ?	-13%	-2	1.1%	-2%	-13%	29%[57.1 µM]	-11%	3%
#9 CC1CCc2c(sc(NC(=O)CSc3nc(N)cc(=O)[nH]3)c2C(N)=O)C1 (stereo not drawn)
  -7	-2%	2	1.1%	-4%	-16%	-1%	-1%	-20%
#10 O=C1c2ccccc2-c2nccnc21
  6	3%	-1	1.1%	0%	-13%	-15%	9%	·
#11 CC1(C)OC2C(O1)[C@@H](CO)O[C@H]2n1cnc2c(N)ncnc21 (stereo partly drawn)
  -2	0%	?	9.2%	-6%	-17%	13%	-1%	-1%
#12 O=C(CCc1ccccc1)NC(=S)NCc1ccco1
  -11	1%	2	0.4%	3%	-7%	-1%	0%	?
#13 CCOc1ccc(OCC)c(NC(=O)CC(C)n2nc(C)cc2C)c1 (stereo not drawn)
  3	2%	1	1.2%	-2%	0%	-2%[57.1 µM]	-16%	0%
#14 COc1ccc(Cl)cc1C(=O)Nc1cccnc1
  -8	0%	5	0.2%	3%	-23%	3%	0%	5%
#15 CCOC(=O)CCSc1nc(N2CCOCC2)c2c(c1C#N)CC(C)(C)OC2
  1	1%	-1	?	-5%	-7%	-3%[57.1 µM]	0%	2%
#16 COc1ccc(N=C2NC(=O)C(CO)(CO)S2)cc1
  1	2%	-5	-0.4%	-1%	-8%	4%	22%	-1%
#17 C=CCNC(=S)NNC(=O)c1cccn(Cc2ccc(Cl)cc2)c1=O
  0	-8%	4	4.3%	0%	-5%	-3%	-4%	-10%
#18 N#CC1=C(N)Oc2c(O)cc3ccccc3c2C1c1ccsc1 (stereo not drawn)
  2	0%	1	-1.1%	-5%	-15%	8%[57.1 µM]	28%	1%
#19 CN(C)S(=O)(=O)c1ccc(NC(=O)c2ccc([N+](=O)[O-])cc2)cc1
  1	0%	6	3.0%	-3%	-18%	-7%	-4%	-8%
#20 O=C(C1CCCO1)N1CCN(C(=S)Nc2cccc(Cl)c2)CC1 (stereo not drawn)
  0	-1%	1	-0.8%	-5%	-3%	6%[0.457 µM]	2%	-19%
#21 Cc1ccc2[nH]c(-c3ccccc3)c(CN3CCN(C)CC3)c(=O)c2c1
  2	-1%	-6	0.5%	0%	-4%	-6%[57.1 µM]	16%	-2%
#22 CS(=O)(=O)N1CCc2cc(-c3csc(NC(=O)C(c4ccccc4)c4ccccc4)n3)ccc21
  -10	0%	-4	-1.4%	-3%	-6%	14%	3%	-2%
#23 N#Cc1c(Cl)cccc1Oc1ccc(S(=O)(=O)Nc2ccccc2)cc1
  -5	-4%	1	3.2%	-1%	-22%	1%[57.1 µM]	-4%	-1%
#24 CCOC(=O)c1c(NC(=O)c2ccc(Br)o2)sc(C)c1CC
  0	1%	-2	5.5%	-5%	-25%	27%	1%	1%
#25 Cc1ccc(Oc2nc3ccccn3c(=O)c2/C=C(\C#N)C(=O)NC2CCS(=O)(=O)C2)cc1 (stereo not drawn)
  -2	2%	-10	21%	-2%	-13%	1%	-6%	10%
#26 Cc1ccc2nc(-c3ccc(NC(=O)COc4ccccc4C(C)(C)C)cc3)sc2c1
  -1	·	-2	23%	·	-26%	28%	·	·
#27 O=C(Cn1c(-c2cccs2)cc2ccccc21)NCCc1ccc(Cl)cc1
  -7	1%	0	24%	-4%	-16%	26%	4%	0%
#28 Cc1cc(CNC(=O)[C@H](C)[C@@H]2C[C@@]2(C)[C@@H](NC(=O)OCc2ccccc2)c2ccccc2)nn1C
  -12	0%	4	5.0%	4%	-11%	-4%	-5%	-4%
#29 CCOc1cc(C(=O)Nc2cnccn2)cc(OCC)c1OCC
  -4	?	4	-0.6%	-2%	-14%	8%	2%	-8%
#30 O=C(N/N=C\c1cccnc1)c1cc(-c2ccccc2)nc2c(Cl)cccc12
  -2	-21%	-19	1.8%	-4%	-15%	1%	-1%	0%

Pulled by structure from the list above:
Value order – LDHA block	Vif-A3G inh	PI4K2A block	RXFP1 ag	Glioma ERSR ind	USP1 inh	TrxR1 substrate	mIDH1 inhibitor	Vif-APOBEC3F blk
#14 COc1ccc(Cl)cc1C(=O)Nc1cccnc1
  -8	0%	5	0.2%	3%	-23%	3%	0%	5%
#7 c1ccc(COC2CCCN(Cc3nc(-c4cnccn4)no3)C2)nc1 (stereo not drawn)
  0	3%	-1	-3.1%	-2%	-11%	1%	5%	5%
#24 CCOC(=O)c1c(NC(=O)c2ccc(Br)o2)sc(C)c1CC
  0	1%	-2	5.5%	-5%	-25%	27%	1%	1%

One compound at a time (already shown).
Oc1ccc(C2=CSC3=NCCN23)cc1O in the list: LDHA block = 10; Vif-A3G inh = 2%; PI4K2A block = -2; RXFP1 ag = 0.0%; Glioma ERSR ind = -3%; USP1 inh = -19%; TrxR1 substrate = -4%; mIDH1 inhibitor = -8%; Vif-APOBEC3F blk = 4%
O=C(N/N=C\c1cccnc1)c1cc(-c2ccccc2)nc2c(Cl)cccc12 in the list: LDHA block = -2; Vif-A3G inh = -21%; PI4K2A block = -19; RXFP1 ag = 1.8%; Glioma ERSR ind = -4%; USP1 inh = -15%; TrxR1 substrate = 1%; mIDH1 inhibitor = -1%; Vif-APOBEC3F blk = 0%

Later entries
Value order – LDHA block	Vif-A3G inh	PI4K2A block	RXFP1 ag	Glioma ERSR ind	USP1 inh	TrxR1 substrate	mIDH1 inhibitor	Vif-APOBEC3F blk
#31 CCOc1cc(C(Nc2cc(C)ccn2)c2ccc3cccnc3c2O)ccc1OC (stereo not drawn)
  6	-24%	8	0.6%	-6%	-30%	-7%	0%	?
#32 Cc1nn2c(NC(C)C)c3c(nc2c1-c1ccccc1)CCC3
  -1	1%	-2	4.9%	-3%	-10%	-21%[57.1 µM]	0%	13%
#33 COc1ccccc1CNC(=O)Cc1ccc(OC)c(OC)c1
  0	3%	6	-1.8%	-2%	-20%	7%	-7%	-18%
#34 COc1ccc(CCN(C)c2ccc(S(=O)(=O)N3CCCC3)cc2[N+](=O)[O-])cc1OC
  -3	2%	-1	2.9%	-1%	2%	-7%	3%	-35%
#35 O=C(NCCc1c[nH]c2ccccc12)c1cc(S(=O)(=O)N2CCCCC2)ccc1N1CCOCC1
  0	-1%	-5	0.5%	-3%	-11%	-11%	1%	-15%
#36 O=C(CN1CCN(Cc2ccccc2Cl)CC1)N=Nc1c(O)[nH]c2ccccc12
  0	-14%	2	1.9%	1%	-15%	-8%	3%	3%
